Source: PubChem BioAssay
ATXN viability – cell viability loss in ATXN counter-screen; S2 cells (HEK-293 line with an ATXN2-luciferase reporter) viability, CellTiter-Fluor protease fluorescence, 24 h; Potency, µM (highest dose often 56.7 µM), usual class: cytotoxic; 400,000 compounds, 0.49% hits; AID 651635; further: potency means the concentration at half of the fitted maximal effect; nearly all actives have a fitted effect of over 40% in size
HepG2 viability – HepG2 cytotoxicity, counter-screen for TGF-b inhibitors; HepG2 CAGA-GFP viability, ATP luminescence, 18 h; AID 588856; 410,000 compounds, 0.76% hits; Potency, µM (highest dose often 46.1 µM), for the others: at the top dose activity change, negative = cytotoxicity, actives largely listed as cytotoxic; further: potency means the concentration at half of the fitted maximal effect; some results filed as inactive show a strong effect at the top dose
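HepG2 CAGA-GFP cells (1000/well, DMEM with 1% FBS) received compound, then TGF-beta at 500 pg/mL final, and were incubated 18 hours at 37 degrees C. Viability was read by CellTiter-Glo luminescence. Media-only wells were set as complete cell-killing and DMSO as no toxicity.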
ATXN2 expr inh – ATXN2 expression inhibition. Potency, µM (titrated, usually from 57 µM), without a hit: at the top dose activity change, negative = inhibition, usual class: inhibitors. HEK-293 ATXN2-luciferase reporter, luminescence, 24 h. 360,000 compounds, 0.72% hits; further: potency means the concentration at half of the fitted maximal effect; on the % scale 0 is the no-effect control and ±100 the full control effect; nearly all actives have a fitted effect of over 55% in size
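ATXN2-luciferase reporter cells (luciferase flanked by upstream and downstream ATXN2 gene portions) were treated 24 h at 37 °C with compounds at up to 57 uM. SteadyGlo luminescence gave expression; GF-AFC fluorescence gave viability.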
Nrf2 activator – Nrf2 pathway activation | AREc32 ARE-luciferase reporter (MCF7-derived line), luminescence, 24 h | 410,000 compounds, 0.31% hits | Potency, µM (top dose mostly 46.1 µM), inactives show at the top dose activation, most hits filed as activators | AID 624171; further: potency means the concentration at half of the fitted maximal effect; % of control where 0% means no effect; nearly all actives have a fitted effect of over 65% in size
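Each well held 1000 AREc32 cells, which were incubated with compound for 24 hr at 37 deg C after overnight attachment, and ARE reporter activity was quantified by firefly luciferase luminescence.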
EPAC2 ag – agonists of human EPAC2 (RAPGEF4) | Q8WZA2 | EPAC2 activation, biochemical qHTS; response scale: 100% = 6.5 mM cAMP response | Potency, µM (highest dose often 154 µM), without a hit: at the top dose activation, most hits filed as activators | 360,000 compounds, 0.079% hits | AID 720711; further: potency means the concentration at half of the fitted maximal effect; nearly all actives have a fitted effect of over 50% in size
Target sequence (Q8WZA2 whole entry, looked up): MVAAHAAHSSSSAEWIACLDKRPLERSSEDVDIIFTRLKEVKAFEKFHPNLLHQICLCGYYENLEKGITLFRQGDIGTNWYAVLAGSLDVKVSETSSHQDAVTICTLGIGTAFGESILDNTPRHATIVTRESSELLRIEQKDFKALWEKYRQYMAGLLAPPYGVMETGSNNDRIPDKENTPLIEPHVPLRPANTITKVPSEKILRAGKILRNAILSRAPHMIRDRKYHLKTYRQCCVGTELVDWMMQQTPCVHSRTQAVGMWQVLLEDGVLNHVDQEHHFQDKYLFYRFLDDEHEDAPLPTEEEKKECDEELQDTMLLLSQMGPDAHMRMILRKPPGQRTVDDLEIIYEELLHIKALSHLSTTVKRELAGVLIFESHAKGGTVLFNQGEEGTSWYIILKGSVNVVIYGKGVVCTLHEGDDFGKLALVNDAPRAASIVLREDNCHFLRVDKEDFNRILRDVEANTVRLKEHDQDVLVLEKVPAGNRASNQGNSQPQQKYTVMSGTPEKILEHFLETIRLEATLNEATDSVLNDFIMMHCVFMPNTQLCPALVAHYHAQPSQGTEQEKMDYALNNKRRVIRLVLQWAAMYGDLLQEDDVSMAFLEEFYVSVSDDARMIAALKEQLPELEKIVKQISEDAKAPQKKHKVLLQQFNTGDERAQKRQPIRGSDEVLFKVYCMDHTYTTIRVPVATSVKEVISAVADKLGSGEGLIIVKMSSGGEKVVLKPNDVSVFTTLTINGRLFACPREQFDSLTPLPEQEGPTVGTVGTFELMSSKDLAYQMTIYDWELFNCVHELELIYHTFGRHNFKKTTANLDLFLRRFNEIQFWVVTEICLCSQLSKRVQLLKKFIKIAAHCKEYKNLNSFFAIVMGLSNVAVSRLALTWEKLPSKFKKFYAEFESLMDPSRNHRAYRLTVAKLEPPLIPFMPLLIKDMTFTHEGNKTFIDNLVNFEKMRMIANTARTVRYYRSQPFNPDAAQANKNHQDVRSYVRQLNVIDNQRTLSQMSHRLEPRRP
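Exchange assay: 100 nM EPAC2 with 250 nM Rap1B-BODIPY-GDP and 50 uM GDP. Fluorescence (ex 480/em 540 nm) read every 5 min for 30 min at room temperature. Data normalized to 6.5 mM cAMP as agonist control.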
TGFb SMAD3 inh – TGF-b pathway inhibition; 410,000 compounds, 1.2% hits; AID 588855; HepG2 CAGA-GFP TGF-b/SMAD3 reporter, GFP fluorescence, 18 h; TGF-beta stimulated, 500 pg/mL final; Potency, µM (doses to about 46.1 µM), for inactives: at the highest dose activity, negative = inhibition, hits mostly inhibitors; further: potency means the concentration at half of the fitted maximal effect; on the % scale 0 is the no-effect control and ±100 the full control effect; nearly all actives have a fitted effect of over 65% in size
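First, reporter cells (HEPG2 CAGA-GFP) rested 2 h at 37 degrees C. Next, compounds were pinned in and TGF-beta added to 500 pg/mL final. After 18 h, GFP was imaged per cell and summed per well.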
Nrf2 inh – Nrf2 pathway inhibition. 360,000 compounds, 2.1% hits. AID 504444. A549 ARE-Fluc reporter, luciferase luminescence, 18-24 h. Potency, µM (titrated, usually from 46 µM), inactives show top-dose activity change, negative = inhibition, usual class: inhibitors; further: potency means the concentration at half of the fitted maximal effect; on the % scale 0 is the no-effect control and ±100 the full control effect; nearly all actives have a fitted effect of over 60% in size
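Two sequential reads on A549 ARE_Fluc cells exposed to compound for 18-24 h: a CellTiter-Fluor fluorescence read for viability, then a luciferase luminescence read for Nrf2/ARE activity.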
IL-2 act – activates IL-2 in a cell-based reporter assay. IL-2 activation reporter assay, cell-based qHTS; stimulated with anti-CD3/CD4/CD28 beads; in transgenic mouse T cells. activation, % (series mostly up to about 46 µM). 360,000 compounds, 0.065% hits. AID 652025; in the data active means activation above about 50%; inconclusive means mostly about 30% to 49%; further: 0% is about no effect
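Unstimulated transgenic mouse T cells, 750 per well, received compound and, after 60 minutes, anti-CD3/anti-CD4 bead plus anti-CD28 stimulation. EGFP and DsRed were quantified after 18 hours.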
A549 viability – counter-screen for Nrf2 inhibitors: cytotoxicity in A549 cells; A549 ARE-Fluc cells, CellTiter-Fluor viability, 18-24 h; Potency, µM (highest dose often 46 µM), for inactives: at the top dose activity change, negative = cytotoxicity, actives largely listed as inhibitors; 390,000 compounds, 0.16% hits; AID 504648; further: potency means the concentration at half of the fitted maximal effect; on the % scale 0 is the no-effect control and ±100 the full control effect
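Cytotoxicity counterscreen: CellTiter-Fluor fluorescence was measured in A549 ARE_Fluc cells after 18-24 h of compound exposure in a concentration series. The subsequent BugLite luminescent read reports ARE-luciferase activity.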
Numbers without * were called inactive; i = inactive; ? = inconclusive; . = not tested or not shown; & = joins results of further samples; [ ] = remark or other dose. Unless noted, the call rests on the fitted dose curve; in most records, active means well fitted curve in the direction sought with a large enough effect; inconclusive means small, poorly fitted or top-dose-only effect, or another doubt; inactive means no such curve, though single readings can be large; an effect the other way counts as inactive or inconclusive. Outcome played no part in choosing rows; 4.3% or so of the library scored in one or more.

SMILES,ATXN viability,HepG2 viability,ATXN2 expr inh,Nrf2 activator,EPAC2 ag,TGFb SMAD3 inh,Nrf2 inh,IL-2 act,A549 viability
COc1ccccc1Cc1noc(COc2cccc(C)c2C)n1,i,-11.8%,-10.2%,0.2%,6.6%,4.3%,?,1.7,-1.4%
O=C(NC1CCCCC1)c1cccc(S(=O)(=O)N2CCOCC2)c1,i,4.1%,0.9%,2.0%,-9.9%,-1.5%,.,-0.3,-0.4%
COc1cc(NC(=O)[C@@H]2CCCN2S(=O)(=O)c2cccc3cccnc23)cc(OC)c1OC,i,1.4%,-5.8%,-1.4%,5.8%,9.2%,-10.3%,-2.4,-1.2%
Cc1nc2nc(N)nn2c(C)c1C/C=C/c1ccccc1,i,-7.4%,3.8%[11.3 µM],-0.5%,-1.5%,10.0%,-15.7%,-2.3,-1.0%
O=C(O)c1ccccc1OCc1ccccc1Cl,i,3.3%,-20.3%,-0.9%,5.6%,7.0%,3.8%,1.7,5.6%
O=[N+]([O-])c1ccc2[nH]c(O)c(N=NC3CCS(=O)(=O)C3)c2c1 (configuration not stated),i,-20.0%,5.4%,-0.4%,4.3%,-9.7%,0.1%,-1.1,-1.9%
CSc1ccc(C#N)cc1NC(=O)c1ccc(Cl)cc1Cl,i,-4.9%,-14.0%,-0.1%,-2.3%,-9.7%,-23.5%,1.2,8.9%
O=C(/C=C/c1cccs1)Nc1nccs1,i,-16.0%,.,?,9.9%,-27.6%,?,-1.0,17.1%

Continued.
SMILES,ATXN viability,HepG2 viability,ATXN2 expr inh,Nrf2 activator,EPAC2 ag,TGFb SMAD3 inh,Nrf2 inh,IL-2 act,A549 viability
O=C1C2CC=CCC2C(=O)N1Cc1nnc(-c2ccccc2Br)o1 (configuration not stated),i,-14.8%,31.6%[activator],6.5%,9.1%,?,?,1.5,5.1%
O=C1C2C3C=CC([C@@H]2C(=O)N1c1nccs1)C31CC1 (some centres not stated),i,12.6%,-3.3%,-0.3%,-0.4%,11.5%,-15.7%,-0.8,-13.3%
Cc1cc(C)cc(C(=O)N2CCN(c3ccccn3)CC2)c1,i,5.9%,-0.2%,-0.3%,-3.9%,1.9%,2.2%,-2.5,0.5%
CC(C)(C)NC(=O)NC(=O)CSc1ccc(S(=O)(=O)N2CCCCC2)cn1,i,1.4%,-10.9%,-0.4%,8.9%,-23.1%,2.7%,-0.5,-1.9%
O=C(CCS(=O)(=O)c1nc(-c2ccc3c(c2)OCO3)cc(C(F)(F)F)n1)Nc1ccc(F)cc1F,.,-70.2%,.,9.4%,.,17.8µM*,-3.7%[9.27 µM],.,22.2%
Cc1ccc(S(=O)(=O)Nc2c(C)[nH]c(=O)[nH]c2=O)cc1C,i,17.0%,-3.9%,-0.4%,-4.0%,?,0.6%,-1.5,-1.3%
O=C(NNC1=NC2(CCCC2)Cc2ccccc21)c1cccnc1,i,2.0%,-14.6%,0.4%,25.0%,-19.7%,16.5%,5.4,-0.4%
CC(C)N(Cc1nc(-c2ccc(Cl)cc2)no1)C(=O)c1cccs1,i,-23.6%,-20.7%,3.1%,25.4%,0.3%,?,-1.1,?

Next section:
SMILES,ATXN viability,HepG2 viability,ATXN2 expr inh,Nrf2 activator,EPAC2 ag,TGFb SMAD3 inh,Nrf2 inh,IL-2 act,A549 viability
CCOC(=O)c1c(N)ssc1=S,i,-0.1%,27.0%,3.9%,3.9%,-0.8%,8.7%,-0.3,-4.1%
Fc1ccc(OCc2nnc(-c3ccccc3Br)o2)c(Cl)c1,i,-34.6%,82.2%[activator],2.4%,12.4%,-33.7%,?,-3.5,-1.5%
CCOc1ccccc1C(O)C1=CC(=O)c2ccccc2C1=O (configuration not stated),i,-25.6%,0.9%,2.9%,-2.2%,5.2%,1.1%,0.0,-6.0%
Cc1ccccc1OC(=O)c1cccnc1,i,-1.9%,.,-0.3%,-1.0%,23.7%,2.3%,-0.4,-8.5%
COc1ccc(OCc2nnc(SCC(=O)Nc3oc(C)c4c(C)n[nH]c(=O)c34)n2C)cc1,i,0.3%,.,-0.7%,4.2%,-13.5%,.,-0.6,.
COc1cc2ccc(=O)oc2c(O[C@@H]2O[C@H](CO)[C@@H](O)[C@H](O)[C@H]2O)c1O,.,-9.0%&1.1%,0.9%,0.2%&-0.2%,5.3%&-2.1%,-26.3%&9.0%,1.3%&6.0%,1.0&2.5,?
CCc1ccccc1NC(=O)N1CCc2cc(OC)c(OC)cc2C1CC(=O)OC (configuration not stated),.,10.1%,.,0.3%,.,8.1%,.,.,5.3%
Cc1ccc(-c2nn(CC(=O)NC3CCCCC3)c3c2cnc2ccc(F)cc23)cc1C,i,-3.1%,13.8%,-0.3%,.,8.6%,-6.3%,.,2.6%

(cont.)
SMILES,ATXN viability,HepG2 viability,ATXN2 expr inh,Nrf2 activator,EPAC2 ag,TGFb SMAD3 inh,Nrf2 inh,IL-2 act,A549 viability
CC(C)(CO)Cc1cc(C(C)(C)C)c(O)c(C(C)(C)C)c1,?,-53.3%,?,0.4%,-15.3%,?,-5.4%,-0.5,-6.9%
O=C(Cn1cc(C(F)(F)F)ccc1=O)Nc1ccc(N2CCOCC2)cc1,i,-1.7%,-0.1%,-0.7%,4.8%,12.6%,1.3%,1.5,-2.1%
CC(C)(C)c1ccc(-c2nnc(SCC(=O)Nc3sc4c(c3C#N)CCCC4)o2)cc1,i,1.0%,-8.0%,-1.2%,-3.9%,-3.8%,0.0%,-0.5,-0.7%
O=C(C(Cc1ccccc1)n1cccc1)N1CCN(c2cccc(Cl)c2)CC1 (configuration not stated),i,-19.8%,-5.2%,-0.3%,4.2%,-27.6%,?,0.2,1.3%
CCCCN1C(=O)CC(N2CCOCC2)C1=O (configuration not stated),i,8.6%,0.3%,-0.5%,4.3%,-8.1%,24.1%,0.8,1.4%
CSc1ccc(CN2CCC(C)(Oc3ccccc3C)C2)cc1 (configuration not stated),i,-41.5%,-2.2%,1.0%,6.7%,?,.,0.0,.
CC(C)Oc1ccc(Cl)cc1Nc1nc(NCCO)nc(N2CCCC2)n1,?,-61.0%,?,-2.3%,7.7%,?,0.5%,-3.3,-18.3%
CCN(CC)S(=O)(=O)c1cccc(C(=O)NCC2(N3CCOCC3)CCCCC2)c1,i,-12.5%,-7.0%,-0.5%,-7.6%,34.3%[activator],-9.9%,-1.7,-4.9%

The list goes on:
SMILES,ATXN viability,HepG2 viability,ATXN2 expr inh,Nrf2 activator,EPAC2 ag,TGFb SMAD3 inh,Nrf2 inh,IL-2 act,A549 viability
Cn1nccc1C(=O)NC1CCCc2c1cnn2-c1cc(F)cc(F)c1 (configuration not stated),i,-45.6%,5.5%,-0.1%,5.1%,1.0%,-71.6%,-2.7,-17.3%
CCOCCCNC(=O)c1cn2c3c(ccc(Cl)c3c1=O)OC(C)C2 (configuration not stated),i,3.4%,1.0%,-0.4%,1.2%,5.2%,0.7%,-1.4,0.2%
O=[N+]([O-])c1cccnc1Sc1ccccc1Cl,i,-22.7%,-1.9%,0.1%,4.1%,0.0%,-14.2%,0.7,0.4%
Cc1ccc(S(=O)(=O)NCc2ccco2)cc1C,i,0.1%,8.7%,-0.3%,4.3%,-14.0%,17.0%,0.1,-3.3%
CC(C)(C)c1ccc(NC(=O)COC(=O)c2ccc3ncsc3c2)cc1,i,-14.8%,0.8%,-1.0%,-11.5%,-25.0%,.,-1.4,?
CC(C)N(Cc1ccccc1)C(=O)COC(=O)c1c(F)cccc1F,?,3.4%,-3.9%,0.4%,1.4%,2.9%,1.9%,0.0,-2.8%
CC(C)C1CC2=C(C(=O)OC(C)(C)O2)C(c2ccc(F)cc2)O1 (configuration not stated),i,-4.3%,4.2%,0.4%,-11.5%,-8.5%,.,-0.6,.
COc1cc(NC(=O)C/C(C)=N/NC(=O)C(=O)NCCO)c(OC)cc1Cl,i,-4.6%,-4.7%,2.1%,3.6%,-13.2%,1.8%,0.9,0.1%

Arranged by molar mass (largest number first): part of the list above
SMILES,ATXN viability,HepG2 viability,ATXN2 expr inh,Nrf2 activator,EPAC2 ag,TGFb SMAD3 inh,Nrf2 inh,IL-2 act,A549 viability
COc1cc(NC(=O)C/C(C)=N/NC(=O)C(=O)NCCO)c(OC)cc1Cl,i,-4.6%,-4.7%,2.1%,3.6%,-13.2%,1.8%,0.9,0.1%
CC(C)(C)c1ccc(NC(=O)COC(=O)c2ccc3ncsc3c2)cc1,i,-14.8%,0.8%,-1.0%,-11.5%,-25.0%,.,-1.4,?
Cc1ccc(S(=O)(=O)NCc2ccco2)cc1C,i,0.1%,8.7%,-0.3%,4.3%,-14.0%,17.0%,0.1,-3.3%

Next entries follow:
SMILES,ATXN viability,HepG2 viability,ATXN2 expr inh,Nrf2 activator,EPAC2 ag,TGFb SMAD3 inh,Nrf2 inh,IL-2 act,A549 viability
C=CCn1c(COc2ccc(F)cc2)nnc1SCC(=O)NC(=O)NCc1ccco1,?,4.0%,-2.8%,-0.7%,4.0%,-17.2%,11.0%,-1.5,19.4%
CC1(C)CC2CC(C)(CN2C(=O)COC(=O)c2cccnc2Cl)C1 (configuration not stated),i,13.7%,5.7%,-1.5%,1.9%,17.9%,5.8%,-0.5,0.3%
Cc1ccc2onc(CC(=O)N3CCN(c4ccccc4)CC3)c2c1,i,-14.6%,13.6%,3.2%,.,-16.5%,-2.9%,.,6.5%
Cc1ccc(Nc2c(-c3ccc(N4CCOCC4)cc3)nc3cnccn23)cc1,i,22.5%,2.6%,4.0%,-3.6%,?,-26.2%,-4.2,3.7%
